# Screening data: PubChem BioAssay, National Center for Advancing Translational Sciences (NCATS)
# Pin1 inh – blocks the human prolyl isomerase Pin1. Q13526. Pin1 FP peptide displacement, HiFluor488, 10 min. Potency, µM (highest dose often 115 µM), for inactives: at the highest dose activity, negative = inhibition, hits mostly inhibitors. 0.009% of 390,000 active; active = well fitted inhibition curve with a large enough effect in the polarisation, with a control signal flat, not every such curve was filed as active; inconclusive = small, poorly fitted or top-dose-only effect, or effect the other way, or a change in a side signal; inactive = no such curve, though single readings can be large or run the other way; the % refers to the polarisation; also: potency is read from the fitted curve at half-maximal effect; % is scaled to controls: 0 for no effect and ±100 for the full control effect
# Target sequence (Q13526 whole entry, looked up): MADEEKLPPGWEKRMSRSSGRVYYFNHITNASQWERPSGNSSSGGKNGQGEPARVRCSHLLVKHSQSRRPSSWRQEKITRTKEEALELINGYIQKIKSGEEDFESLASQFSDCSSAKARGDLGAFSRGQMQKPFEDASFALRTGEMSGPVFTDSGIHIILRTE
# USP1-UAF1 inh – USP1/UAF1 (human) deubiquitinase inhibition | O94782 | recombinant USP1/UAF1, Ub-Rhodamine cleavage fluorescence | Potency, µM (series often up to 57.1 µM), inactives show top-dose activity change, negative = inhibition, hits mostly inhibitors | 0.23% of 390,000 active | AID 743255; also: potency is read from the fitted curve at half-maximal effect; % is scaled to controls: 0 for no effect and ±100 for the full control effect; nearly all actives have a fitted effect of over 60% in size; inactives centre near -12
# Target sequence (O94782 whole entry, looked up): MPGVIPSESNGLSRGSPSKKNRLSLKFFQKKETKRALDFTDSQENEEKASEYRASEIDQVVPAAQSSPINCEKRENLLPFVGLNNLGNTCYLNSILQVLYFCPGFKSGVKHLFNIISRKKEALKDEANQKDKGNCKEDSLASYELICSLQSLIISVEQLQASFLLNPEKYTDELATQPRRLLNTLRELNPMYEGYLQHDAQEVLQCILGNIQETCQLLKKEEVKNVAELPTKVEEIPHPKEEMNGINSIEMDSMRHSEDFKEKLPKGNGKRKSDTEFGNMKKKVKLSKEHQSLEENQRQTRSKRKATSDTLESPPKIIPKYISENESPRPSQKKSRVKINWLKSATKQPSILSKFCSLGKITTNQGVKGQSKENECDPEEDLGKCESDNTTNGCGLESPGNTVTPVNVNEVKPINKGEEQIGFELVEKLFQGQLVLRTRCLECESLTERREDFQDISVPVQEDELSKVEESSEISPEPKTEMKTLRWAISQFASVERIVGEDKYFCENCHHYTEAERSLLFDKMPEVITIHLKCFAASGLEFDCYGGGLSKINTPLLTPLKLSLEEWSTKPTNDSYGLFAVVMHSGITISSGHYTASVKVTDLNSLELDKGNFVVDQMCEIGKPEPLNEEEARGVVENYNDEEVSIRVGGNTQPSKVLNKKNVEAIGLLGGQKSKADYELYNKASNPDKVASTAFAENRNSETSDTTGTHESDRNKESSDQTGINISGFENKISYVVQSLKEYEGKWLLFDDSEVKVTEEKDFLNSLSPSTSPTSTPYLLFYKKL
#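 USP1/UAF1 complex at 1 nM was preincubated with compound for 15 min at room temperature, then Ub-Rho substrate (150nM final) was added. Fluorescence (480/540 nm) was read kinetically, 6 reads every 60 seconds.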
# GLS inhibitor – blocks human kidney-isoform glutaminase activity; 0.21% of 410,000 active; Potency, µM (titrated, usually from 45.5 µM), without a hit: at the highest dose activity change, negative = inhibition, usual class: inhibitors; GLS enzymatic activity, qHTS titration; O94925; also: potency is read from the fitted curve at half-maximal effect; % is scaled to controls: 0 for no effect and ±100 for the full control effect
#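 hKGA in 45 mM KH2PO4 pH 8.2, 0.02% Tween-20 with pin-transferred compounds; 1 mM L-glutamine (stock) plus glutamate oxidase/HRP/Amplex Red coupling added. Fluorescence read initially and after 30 min at RT.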
# PGK inhibitor – T. brucei PGK inhibition. AID 602233. 0.043% of 380,000 active. Potency, µM (highest dose often 57.5 µM), for inactives: at the top dose activity change, negative = inhibition, hits mostly inhibitors. P07378. PGK/GAPDH coupled, Kinase-Glo luminescence, 60 min; also: potency is read from the fitted curve at half-maximal effect; % is scaled to controls: 0 for no effect and ±100 for the full control effect; nearly all actives have a fitted effect of over 60% in size
#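 Recombinant glycosomal PGK reaction used 1,3-bisphosphoglycerate generated in-well by GAPDH (100nM final) in 100mM TEA pH 7.6, 5mM MgCl2, 0.01% Tween-20. After 60 minutes at room temperature, ATP was read by Kinase-Glo Plus luminescence end-point.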
# rTrxR1 inhibitor – blocks rat thioredoxin reductase 1; recombinant rTrxR1, NADPH fluorescence consumption, selenite substrate; Potency, µM (doses to about 114 µM), without a hit: at the top dose activity change, negative = inhibition, hits mostly inhibitors; 1% of 390,000 active; AID 588453; O89049; also: potency is read from the fitted curve at half-maximal effect; % is scaled to controls: 0 for no effect and ±100 for the full control effect; nearly all actives have a fitted effect of over 65% in size
#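 Rat TrxR1 (90 nM in the dispensed reagent) was pre-reduced with 400 uM NADPH for 5 min at room temperature, then incubated with compound for 15 min. After 400 uM selenite was added, NADPH fluorescence (Ex 340/Em 450 nm) was followed for 8 min.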
# mIDH1 inhibitor – human IDH1 R132H inhibition; Potency, µM (series often up to 76.6 µM), without a hit: top-dose activity change, negative = inhibition, usual class: inhibitors; AID 602179; IDH1-R132H enzyme, NADPH consumption, diaphorase/resazurin fluorescence; O75874; 0.093% of 390,000 active; also: potency is read from the fitted curve at half-maximal effect; % is scaled to controls: 0 for no effect and ±100 for the full control effect; nearly all actives have a fitted effect of over 65% in size
#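 IDH1-R132H (0.5 ug/mL) preincubated 30 min with compound, then NADPH (0.016 mM) and alpha-KG (2 mM) added; 80 min at RT, pH 7.5. Remaining NADPH coupled via diaphorase/resazurin to fluorescence (540/590 nm); concentration-response curves normalized to no-enzyme control.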
# TrxR1 substrate – is turned over as a substrate by rat TrxR1; O89049; purified TrxR1 substrate turnover, NADPH consumption readout; Potency, µM (highest dose often 114 µM), inactives show at the highest dose activity change, negative = substrate turnover; 0.01% of 390,000 active; also: potency is read from the fitted curve at half-maximal effect; % is scaled to controls: 0 for no effect and ±100 for the full control effect; nearly all actives have a fitted effect of over 50% in size
#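 Rat TrxR1, dispensed at 90 nM, was prereduced with 400 uM NADPH (final) for 5 min at ~22 deg C, then incubated with compound 15 min before 400 uM selenite. A first-read NADPH fluorescence drop versus no-compound background flagged substrates.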
# PI4K2A inh – inhibitors of human PI4K2A; AID 1346378; activity change, negative = inhibition, % at 76.9 µM; 0.13% of 420,000 active; Q9BTU6; purified PI4K2A, ADP-Glo luminescence, 1 h; hits give low values; in the data active = activity change below about -50%; inconclusive = mostly about -30% to -49%;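 also: -100% = wells without enzyme as full effect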
#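 In this quantitative HTS, ADP production by PI4K2A was quantified luminescently after 1 h at ambient temperature; 100 microM adenosine served as plate-quality control.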
# HP1b binding inh – HP1-beta chromodomain-methylated histone interaction inhibition; AlphaScreen HP1-beta / biotin-H3K9me3 peptide binding; 0.56% of 390,000 active; Potency, µM (titrated, usually from 114 µM), for inactives: at the top dose activity change, negative = inhibition, hits mostly inhibitors; AID 540317; P83916; also: potency is read from the fitted curve at half-maximal effect; nearly all actives have a fitted effect of over 70% in size; inactives centre near 23
#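 Compound inhibition of the preformed complex between 50 nM HP1-beta and 50 nM biotinylated H3K9me3 peptide was read by AlphaScreen. Buffer was PBS pH 7.4 with 0.01% Tween-20. Incubations ran 30 min at room temperature, with 10 ug/mL donor/acceptor beads.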
# * hit, by the source's call; i = inactive; ? = inconclusive; nt = not tested or not shown; & = joins results of further samples; [ ] = another dose, or the depositor's remark. Unless noted, calls follow the shape of the dose curve; as a rule, active = well fitted curve in the direction sought with a large enough effect; inconclusive = small, poorly fitted or top-dose-only effect, or another doubt; inactive = no such curve, though single readings can be large; an effect the other way counts as inactive or inconclusive. Some of the compounds tested (hit frequency here may not be typical).
compound	rTrxR1 inhibitor	HP1b binding inh	USP1-UAF1 inh	GLS inhibitor	mIDH1 inhibitor	PGK inhibitor	Pin1 inh	TrxR1 substrate	PI4K2A inh
Cc1cccc(-c2ccc3ncnc(NCc4cccs4)c3c2)c1	19%[57.1 µM]	39%[activator]	nt	-9%	nt	0%	10%	10%	3
Cc1ccc(-n2c(SCC(=O)Nc3ccc4c(c3)OCO4)nnc2-c2ccoc2C)cc1	4%	?	-19%	3%	-4%	3%	?	-7%	-2
COc1ccc(C(=O)CN2CCN(S(=O)(=O)c3ccc(F)cc3)CC2)cc1	-5%[57.1 µM]	29%	-10%	1%	2%	-4%	-1%	-4%[57.1 µM]	0
COc1ccc(CCn2c(C)cc(C(=O)COC(=O)c3cnc(C)cn3)c2C)cc1	1%[57.1 µM]	35%	-18%	-12%	8%	i	-1%	-1%[57.1 µM]	0
Cn1c(N2CCCC2)nc2c1c(=O)n(Cc1cccc(F)c1)c(=O)n2C	3%	-6%	-18%	-21%	-2%	-1%	-1%	-10%	-3
COc1ccc(NC(=O)CN(c2ccc(C)cc2)S(=O)(=O)c2cccs2)cc1	27%	42%[activator]	-13%	2%	-6%	0%	15%	10%	3
Cc1ccc(N/N=C/c2ccncc2)cc1	8%	7%	-5%	19%	-2%	1%	2%	1%	-4
O=C(Nc1ccc(-c2cn3ccsc3n2)cc1)c1ccc(F)c(S(=O)(=O)N2CCOCC2)c1	-5%	6%	-12%	-2%	-5%	10%	18%	-5%	-1
CCC1CC(CSc2ncn[nH]2)OC1=O (configuration not stated)	12%	1%	6%	12%	-5%	-2%	-5%	-4%	3
CC1=Nc2cc(C(=O)NC3CCCC3)ccc2Sc2ccc(Br)cc21	-4%	25%	-7%	0%	-1%	3%	8%	-1%	-5
CCOC(=O)CC(=O)Nc1c(C)cc(C)cc1C	2%	12%	-2%	9%	0%	-2%	-3%	7%	9
N#Cc1c([N+](=O)[O-])cc([N+](=O)[O-])cc1S(=O)(=O)Cc1ccccc1	0.71µM*	-38%	-28%	-2%	8%	2%	-3%	?	-4
Cc1ccccc1NC(=O)N1C2CCCC1CC(NC(=O)C1CC1)C2 (configuration not stated)	10%	28%	-16%	0%	-5%	-7%	-1%	6%	2
O=C(COC(=O)C1CCC1)Nc1ccc(Oc2ccccc2)cc1	-3%[57.1 µM]	50%	-4%	-2%	6%	-1%	5%	-5%[57.1 µM]	2
COc1cc(CNC(=O)CCCC(=O)c2ccccc2)cc(OC)c1OC	19%	28%	-21%	8%	4%	nt	-2%	5%	0
O=C(COc1ccccc1)N(Cc1nnc(-c2ccccc2Cl)o1)C1CC1	17%	9%	-8%	6%	6%	-3%	0%	5%	-6
Cc1ccc(NC(=O)CSCC(=O)N2CCN(c3cccc(C(F)(F)F)c3)CC2)cc1	10%	33%	-22%	-3%	4%	1%	-1%	-4%	1
Cn1c(CNC(=O)Nc2ccccc2Cl)nnc1SCc1ccccc1	-5%	27%	-18%	3%	7%	i	1%	-5%	5
COc1cc(C(=O)NCCCc2nc3ccccc3n2Cc2cc(C)ccc2C)cc(OC)c1OC	0%[57.1 µM]	15%	-5%	-2%	-7%	10%	12%	3%[57.1 µM]	-1
Cc1[nH]n(-c2ccccc2)c(=O)c1C(=O)c1ccc(Cl)cc1	-4%	-10%	-5%	-1%	1%	3%	4%	-9%	-4

# (list continues)
compound	rTrxR1 inhibitor	HP1b binding inh	USP1-UAF1 inh	GLS inhibitor	mIDH1 inhibitor	PGK inhibitor	Pin1 inh	TrxR1 substrate	PI4K2A inh
CCc1ccc(NC(=O)CN2CCN(C3CCCCC3)C(=O)C2=O)cc1	3%[57.1 µM]	17%	-3%	-5%	-9%	-9%	-4%	-3%[57.1 µM]	1
Cc1cc(C)cc(C(=O)NC(CC(N)=O)c2ccc(N3CCC(Br)CC3)c([N+](=O)[O-])c2)c1 (configuration not stated)	11%[57.1 µM]	33%	-9%	-5%	8%	0%	-2%	-5%[57.1 µM]	-4
CCCn1c(SCc2nc3ccccc3s2)n[nH]c1=O	-2%[57.1 µM]	-15%	-7%	1%	-4%	6%	-3%	4%	5
O=C(NCC1CCCO1)c1ccc(Cl)c(S(=O)(=O)N2CCOCC2)c1 (configuration not stated)	8%[57.1 µM]	56%[activator]	-20%	-6%	3%	-1%	-4%	8%[57.1 µM]	0
Cc1cnc(=O)[nH]c1SCc1cccc(C(F)(F)F)c1	-9%	32%	-2%	-1%	1%	1%	9%	-9%	-2
COc1ccc(NC(=O)Cc2nnc(SCC(=O)NC3=NCCS3)n2C)cc1	20%[57.1 µM]	12%	-16%	-2%	5%	-3%	-1%	5%[57.1 µM]	0
O=C(CSCC(=O)NCc1ccco1)NCc1ccco1	-18%	7%	?	10%	5%	-2%	2%	-3%	1
Cn1nnnc1SCC(=O)N1c2ccccc2Sc2ccc(Cl)cc21	14%[57.1 µM]	38%	-22%	0%	7%	-1%	-4%	-8%	1
Cc1cc2nsnc2c(S(=O)(=O)N2CCN(C)CC2)c1C	2%	30%	-18%	1%	2%	-4%	?	-8%	0
COc1ccccc1CNC(=O)C1CCN(S(=O)(=O)c2ccc3c(c2)CC(C)N3C(=O)C2CC2)CC1 (configuration not stated)	-13%	27%	-19%	5%	-15%	-9%	-1%	-15%	7
CCCCN(C)CCCNC(=O)/C=C1\Sc2ccccc2NC1=O	6%	20%[57 µM]	-16%	-25%	-11%	-3%	4%	-7%	4
CC(Sc1nnc2c(n1)C1CCC2(C)C1(C)C)C(=O)Nc1ccccc1 (configuration not stated)	9%	28%	-20%	6%	0%	4%	0%	4%	0
CC(NS(=O)(=O)c1ccc(NC(=O)N2CCCCC2)cc1)c1ccccc1 (configuration not stated)	-8%	12%	-14%	7%	3%	-5%	3%	-11%	-2
CCCC(=O)Nc1ccccc1NC(=O)c1ccc(OCC)cc1	41%[activator]	31%[activator]	-8%	-13%	5%	nt	10%	6%	0
COc1cc(/C=N/NC(=O)Cc2nnc(NC(=O)c3ccccc3)s2)ccc1O	4%	62%[activator]	-27%	31%[activator]	-9%	i	12%	4%	0
Cc1nc2ccc(C(=O)N3CCN(c4ccccn4)CC3)cc2s1	0%	19%	-4%	12%	-5%	-2%	0%	-2%	-10
COc1ccc(/C=C/C(=O)NCCNC(=O)c2ccccc2)cc1OC	19%[57.1 µM]	7%	-9%	-3%	17%	-7%	-6%	11%[57.1 µM]	-3
COc1cc(/C=C2\SC(=O)N(CCNC(=O)c3sc4cc(F)ccc4c3Cl)C2=O)cc(OC)c1OC	-3%[57.1 µM]	19%	-14%	4%	-7%	6%	6%	-6%[57.1 µM]	2
CC(C)(C)c1ccc(C(=O)CC(Sc2ccc(Cl)cc2)C(=O)O)cc1 (configuration not stated)	56µM*	56%[activator]	?	-12%	-8%	1%	-4%	-6%	-10
CNc1ccccc1C(=O)OCC(=O)N1CCc2ccccc2C1	nt	nt	?	2%	10%	-11%	nt	nt	0

# Continuation:
compound	rTrxR1 inhibitor	HP1b binding inh	USP1-UAF1 inh	GLS inhibitor	mIDH1 inhibitor	PGK inhibitor	Pin1 inh	TrxR1 substrate	PI4K2A inh
Cc1nc(SCC(=O)Nc2cc(Cl)ccc2[N+](=O)[O-])nc(C)c1C	5%	?	-12%	6%	-4%	-5%	-3%	-5%	-1
O=C(O)CSC1=NS(=O)(=O)c2ccccc21	12%	?	nt	nt	nt	nt	-5%	21%[0.0914 µM]	nt
O=C(Nc1ccccc1)Nc1nc2ccccc2s1	8%	28%	-26%	4%	2%	-6%	-1%	-1%	6
CSc1nc(-c2ccco2)nn1C(=O)c1ccc(C)cc1	20µM*	62%[activator]	-10%	26%	-1%	-3%	-8%	7%	-7
N=c1c2c(n(Cc3ccc([N+](=O)[O-])cc3)c3c1CCC3)CCCC2	21%[57.1 µM]	26%	-17%	1%	-3%	-7%	0%	8%[57.1 µM]	-3
CCC(=O)N1Cc2ccccc2-c2ccccc2C1=O	2%	57%[activator]	-3%	17%	11%	0%	2%	3%	1
COc1ccc(NC(=O)CN2C(=O)COc3ccc(S(=O)(=O)N4CCCCC4)cc32)cc1OC	25%	23%&26%	?	-13%&-5%	0%&-7%	-8%&5%	-6%&-3%	3%	2&1
Cc1cc(C)c2nc(C)cc(Nc3ccc(C(=O)N4CCOCC4)cc3)c2c1	-10%	27%	4%	14%	-4%	4%	2%	-8%	-5
COc1ccc(NC(=O)CSc2nnc(N)s2)cc1	-7%&15%	17%&12%	-24%&-21%	0%&-9%	3%&33%	-6%	-3%&-10%	-3%&3%	6&-2
COc1cc(C2NC(=S)NC(c3ccccc3)=C2C(C)=O)cc(Br)c1OCC(N)=O (configuration not stated)	-3%	30%	-13%	0%	-3%	7%	6%	-5%	-1
O=C(CSc1ccccc1)Nc1ccc(S(=O)(=O)Nc2ncccn2)cc1	22%[57.1 µM]	16%	2%	10%	0%	-1%	-4%	5%[57.1 µM]	-3
CC1(C)CCC[C@]2(C)[C@H]3CC(=O)O[C@]3(C)CC[C@@H]12	6%[57.1 µM]	21%	-19%	-3%	-2%	-3%	1%	5%[57.1 µM]	-2
